MBD2 DNA inh: inhibitors of MBD2 binding to methylated DNA, primary screen, biochemical, TR-FRET, DNA-binding domain, human; Methyl-CpG-binding domain protein 2 (Homo sapiens), Q9UBB5; MBD2 binding to methylated oligonucleotide; 370,000 compounds, 0.31% hits; inhibition, % at 4.4 µM; in the data active = inhibition above about 13%
PG9 Ab binder: binders of HIV-1 gp120 antibody PG9, primary screen, biochemical, TR-FRET. TR-FRET gp120-PG9 antibody binding. inhibition, % at 6.7 µM. 360,000 compounds, 0.43% hits. AID 624416, 2012; in the data active = inhibition above about 8.5%
TCR-CD3 inh: inhibitors of human TCR-CD3 interaction, primary screen, biochemical, fluorescence, TAMRA-labeled TCR probe | AID 651800, 2012 | 360,000 compounds, 0.37% hits | T-cell receptor (TCR) | inhibition, % at 9.4 µM; in the data active = inhibition above about 19%;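 note: recombinant mutant TCR 2C K166C tagged with TAMRA read by polarization; 0% = receptor in buffer alone and 100% = receptor with positive control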
PRMT1 FP inh: PRMT1 methyltransferase inhibitors, primary screen, biochemical, fluorescence polarization. Protein arginine N-methyltransferase 1 (Homo sapiens), Q99873. recombinant PRMT1, activity-based probe fluorescence polarization. inhibition, % at 2.79 µM. 370,000 compounds, 1.3% hits. AID 652257, 2013;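 active = inhibition above about 21% made by adding two undisclosed values, limit read from the data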
UHRF1 binding: UHRF1 methylated DNA binding inhibitors, primary screen, counter-screen for MBD2 inhibitor project, biochemical, TR-FRET, human UHRF1, single concentration; E3 ubiquitin-protein ligase UHRF1 (Homo sapiens), Q96T88; UHRF1 binding to methylated oligo; inhibition, % at 4.4 µM; 370,000 compounds, 0.75% hits; in the data active = inhibition above about 21%;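 note: UHRF1 SRA domain binding a hemimethylated CpG hairpin DNA probe; 0% = median of test compound wells and 100% = reference inhibitor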
HTRA1 inhibitor: HTRA1 serine protease inhibitors, primary screen, biochemical, fluorescence polarization, HTS. recombinant HTRA1, FP-rhodamine activity-based probe. Q92743. 340,000 compounds, 0.5% hits. inhibition, % at 5.96 µM. AID 504803, 2011; in the data active = inhibition above about 36%;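 note: 0% = enzyme with DMSO and 100% = wells lacking enzyme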
Target sequence (Q92743 whole entry, looked up): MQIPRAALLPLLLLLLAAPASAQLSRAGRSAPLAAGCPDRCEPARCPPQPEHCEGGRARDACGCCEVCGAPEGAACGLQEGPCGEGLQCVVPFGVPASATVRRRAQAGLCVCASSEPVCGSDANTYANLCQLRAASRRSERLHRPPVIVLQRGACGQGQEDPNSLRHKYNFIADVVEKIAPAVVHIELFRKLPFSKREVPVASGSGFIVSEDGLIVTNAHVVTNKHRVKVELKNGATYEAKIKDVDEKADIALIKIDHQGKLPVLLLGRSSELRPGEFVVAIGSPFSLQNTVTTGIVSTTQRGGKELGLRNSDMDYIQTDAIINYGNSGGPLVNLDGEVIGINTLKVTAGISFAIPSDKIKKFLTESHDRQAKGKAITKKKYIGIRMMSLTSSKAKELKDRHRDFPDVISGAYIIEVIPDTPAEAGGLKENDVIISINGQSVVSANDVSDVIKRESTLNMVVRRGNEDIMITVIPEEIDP
NR1D1 modulator: modulators of Rev-erb alpha DNA binding, primary screen, biochemical, FITC-DNA, fluorescence polarization, uHTS; Nuclear receptor subfamily 1 group D member 1 (Homo sapiens), P20393; Rev-erbα–FITC-DNA binding, 90 min; activity, % at 10 µM; 370,000 compounds, 0.79% hits; AID 1259318, 2017;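 active = activity above about 14%, limit read from the data; passing the limit was not always enough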;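 note: 0% = DMSO wells with 35 nM protein and 100% = DMSO wells with 750 nM protein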
Target sequence (P20393 whole entry, looked up): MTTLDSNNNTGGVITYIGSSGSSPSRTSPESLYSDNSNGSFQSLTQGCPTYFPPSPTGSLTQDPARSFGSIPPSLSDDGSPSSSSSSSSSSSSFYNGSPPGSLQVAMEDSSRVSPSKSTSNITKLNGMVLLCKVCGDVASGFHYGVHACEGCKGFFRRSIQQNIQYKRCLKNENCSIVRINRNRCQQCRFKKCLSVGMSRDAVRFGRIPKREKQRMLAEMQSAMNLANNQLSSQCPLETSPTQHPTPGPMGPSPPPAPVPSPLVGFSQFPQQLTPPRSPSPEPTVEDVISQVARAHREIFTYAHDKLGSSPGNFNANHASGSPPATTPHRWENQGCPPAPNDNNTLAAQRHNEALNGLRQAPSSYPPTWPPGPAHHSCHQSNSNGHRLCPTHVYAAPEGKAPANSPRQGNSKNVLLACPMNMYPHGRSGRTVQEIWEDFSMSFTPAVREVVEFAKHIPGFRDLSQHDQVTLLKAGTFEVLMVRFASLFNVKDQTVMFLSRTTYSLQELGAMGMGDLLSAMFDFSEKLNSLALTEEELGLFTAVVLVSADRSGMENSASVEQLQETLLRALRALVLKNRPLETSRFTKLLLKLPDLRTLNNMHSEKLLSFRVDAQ
rCAG binder: binders of r(CAG) RNA repeats, primary screen, biochemical, fluorescence | inhibition, % at 3 µM | r(CAG) RNA repeat, TO-PRO-1 dye displacement fluorescence | 370,000 compounds, 1.3% hits | AID 651821, 2012;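 active = inhibition above the plate cutoff, the mean of all test compounds on that plate plus 3 SD, cut at about 35% in these data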;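 note: 0% = DMSO alone and 100% = 100 µM mitoxantrone as full dye displacement; higher means more dye released from RNA so lower well fluorescence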
ABHD4 inh: ABHD4 inhibitors, primary screen, biochemical, fluorescence polarization, mouse; (Lyso)-N-acylphosphatidylethanolamine lipase (Mus musculus), Q8VD66; purified mABHD4, FP-Rh probe fluorescence polarization; inhibition, % at 8.92 µM; 370,000 compounds, 0.54% hits;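 active = inhibition exceeding the mean over every tested compound plus 3 SD, cut at about 30% in these data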;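 note: 0% = plate median of compound wells and 100% = S159A mutant with DMSO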
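Assay system: mouse ABHD4 enzyme, wild type / Also added: fluorescent activity-based probe FP-Rh / Doses: single nominal dose of 8.92 µM, 0.89% DMSO final / Timing: 45 min compound pre-incubation plus 60 min probe step, 25 °C / Signal: FP readout, ex 525 nm / em 598 nm / Control set: S159A mutant/DMSO as 100%, compound-well median as 0%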
LEDGF integ inh: blockers of LEDGF/p75-dependent integrase strand transfer – biochemical, TR-FRET, high throughput, primary screen; inhibition, % at 3.7 µM; TR-FRET IN-LEDGF/p75 DNA integration, Eu/Cy5; AID 743269, 2014; 370,000 compounds, 0.64% hits;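 active = inhibition above the screen-wide mean plus 3 SD, cut at about 13% in these data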;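 note: signal is the Cy5 over europium emission ratio at 671 and 618 nm; 0% = plate median of compound wells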
* = called active by the depositor; . = not tested or not shown. These rows are one share of the data; rates above refer to the full screens.

no. | compound | UHRF1 binding | rCAG binder | ABHD4 inh | LEDGF integ inh | PRMT1 FP inh | PG9 Ab binder | NR1D1 modulator | TCR-CD3 inh | MBD2 DNA inh | HTRA1 inhibitor
1 | Cc1nc(-c2ccc(Cl)cc2)sc1C1(C)CC(c2ccc(Br)cc2)=NO1 (stereo unspecified) | 2 | 3 | -5 | -3 | -1 | 0.4 | 3 | 12 | -1 | -6
2 | COc1ccc(-c2onc3ccc(Br)cc23)cc1 | -6 | -1 | 2 | 4 | 17 | -0.1 | 6 | 2 | -7 | -5
3 | O=C(O)c1ccc(/C=N/NC(=S)NCc2ccccc2)cc1 | -1 | 3 | -6 | 0 | 0 | -0.7 | 8 | 7 | 5 | -2
4 | C=CCOC(=O)C(C#N)c1nc2ccccc2nc1N1CCCC1 (stereo unspecified) | 3 | 3 | 5 | -3 | 1 | -2.3 | -1 | -5 | -2 | -5
5 | CCCCCCNC(=O)O[C@H]1C[C@H](C(=O)OC)[C@H](C(=O)OC)C2CN(S(=O)(=O)c3ccc(C)cc3)C[C@@]21O (stereo partly specified) | -3 | 0 | -1 | 3 | -8 | -2.1 | 4 | 1 | 0 | -11
6 | O=C(Cn1nnc(-c2ccc(N3CCOCC3)cc2)n1)c1ccccc1 | 1 | 8 | -2 | -2 | -2 | . | -3 | . | 1 | .
7 | COc1ccc(N2CCN(CC(O)COc3ccc([N+](=O)[O-])cc3)CC2)cc1 (stereo unspecified) | 9 | -1 | -3 | -1 | -2 | -0.8 | 15 | 11 | -2 | 2
8 | COc1cccc(C(=O)N2CCN(Cc3cccc(F)c3)CC2)c1 | 0 | -5 | 7 | 1 | -2 | -1.9 | 0 | -4 | -3 | -4
9 | CCOC(=O)c1cccc(NC(=O)CSc2nnc(CNc3ccc(C)cc3)n2CC)c1 | -2 | -1 | 0 | 3 | -2 | 0.2 | -4 | -3 | 3 | -8
10 | COc1ccc(C2CCCN2C(=O)c2cccs2)cc1 (stereo unspecified) | 1 | -3 | -5 | 0 | -1 | -0.2 | 1 | 9 | -4 | -4
11 | Nc1cc(-c2ccc(Br)cc2)[nH]n1 | -1 | 10 | 14 | -1 | 1 | -3.0 | -6 | 9 | 4 | 8
12 | O=C(c1ccc(NS(=O)(=O)c2ccc3[nH]c(=O)[nH]c3c2)cc1)N1CCN(c2ccccc2)CC1 | 1 | 6 | -2 | 6 | -3 | -0.5 | 1 | 6 | -5 | -1
13 | O=C(Nc1cccc2ccccc12)ON=C1CCCCC1 | -3 | 2 | -2 | -3 | 4 | -0.2 | -1 | 6 | 0 | .
14 | COc1ccc(Cc2c(O)nc(SCC(=O)N3CCCCCC3)[nH]c2=O)cc1 | 2 | -1 | 3 | -4 | 0 | 0.0 | -4 | -2 | 2 | 0
15 | CCOc1ccccc1NC(=O)CSc1nc(=O)n(CCCN2CCOCC2)c2c1CCC2 | 6 | -10 | -12 | -9 | 5 | -0.4 | 2 | -5 | 7 | 4
16 | O=P(OC1CCCCC1)(OC1CCCCC1)C(O)c1cccnc1 (stereo unspecified) | -3 | -10 | 2 | -4 | 0 | -2.5 | 4 | 1 | 0 | -1
17 | NNC(=O)c1cc2c(N3CCC(Cc4ccccc4)CC3)ncnc2s1 | 1 | 9 | -5 | 1 | -7 | -0.6 | 1 | 10 | 3 | -10
18 | CCOC(=O)c1ccc(S(=O)(=O)N2CCN(CCC#N)CC2)cc1 | 4 | 0 | -11 | -2 | 4 | -1.4 | 2 | -8 | 6 | -2
19 | O=C(CSc1nccn1-c1ccc(Cl)cc1)NCc1ccc2c(c1)OCO2 | 0 | 2 | -4 | 7 | 0 | -0.3 | -7 | -1 | -7 | 7
20 | CC(C(=O)Nc1ccccc1)N1CCN(c2ccccn2)CC1 (stereo unspecified) | -3 | -4 | 2 | -1 | -1 | 0.2 | -5 | -9 | -2 | 2
21 | CSc1nc(C)cc(SCC(=O)Nc2ccccc2)n1 | -5 | 2 | 0 | -3 | 0 | 1.8 | -2 | 1 | 2 | -3
22 | CCSc1nnc(NC(=O)c2csc(C)c2)s1 | 10 | 1 | 0 | -2 | -1 | 12* | 17 | 5 | 1 | 3
23 | N#Cc1ccc(/C=C2\CC3(OC(=O)c4cccc(F)c4)CCCN2C3)cc1 (stereo unspecified) | -1 | -2 | 0 | 3 | -2 | . | 5 | . | 5 | .
24 | CCCOC(=O)c1ccc(-n2nnnc2SCC(=O)N2CCCCC2)cc1 | 1 | -4 | -1 | 2 | -2 | 0.0 | 3 | 6 | 5 | 1
25 | CN(CCc1ccccc1)C(=O)c1ccc(NC(=O)Cc2ccc(NC(=O)C3CCN(S(=O)(=O)c4cccc([N+](=O)[O-])c4)CC3)cc2)cc1 | 0 | 15 | -40 | 1 | -2 | -0.1 | -7 | 7 | -2 | -32
26 | Cc1cccc(C(=O)Nc2ccccc2-c2nnn(CC(=O)Nc3ccc4c(c3)OCCO4)n2)c1 | -3 | 10 | 0 | -2 | -1 | 2.2 | 5 | -1 | -7 | -1
27 | Nc1cc(=O)n(Cc2ccccc2)c(N)c1C(=O)NCc1ccccc1 | 1 | 15 | 9 | -1 | 2 | 0.6 | 0 | 5 | 4 | .
28 | CC(C)(C)OC(=O)NCCCCCNC(=O)c1[nH]cnc1C(=O)N[C@@H](Cc1ccccc1)C(=O)OCc1ccccc1 | 10 | 1 | -34 | 1 | 3 | -2.2 | 2 | 6 | 2 | -27
29 | CCOC(=O)C(NC(=O)c1cccc(Cl)c1)(Nc1sc2c(c1C(N)=O)CCC2)C(F)(F)F (stereo unspecified) | -4 | 11 | -2 | -4 | 2 | -0.1 | -1 | -8 | 4 | -7
30 | O=C(Nc1ccc(-c2csc(Nc3ccccc3)n2)cc1)c1cccc(C(F)(F)F)c1 | 0 | 24 | 2 | -3 | -1 | -1.1 | 1 | 8 | 3 | 4
31 | O=C(c1ccccc1Br)N(Cc1ccccc1)c1ccccc1 | 1 | -4 | -4 | -4 | 5 | 0.5 | 0 | -3 | -2 | -5
32 | Cc1csc2c(N(C)CCO)ncnc12 | -2 | -1 | 4 | 2 | -2 | -0.2 | 5 | 3 | 2 | -3
33 | COc1ccc(CN2CCNC(=O)C2CC(=O)N(C)Cc2ccno2)c(F)c1 (stereo unspecified) | 1 | -1 | 1 | -4 | 6 | -0.6 | -5 | -3 | 1 | 2
34 | COCCn1c(SCC(=O)NC2CC2)nnc1-c1ccco1 | 0 | -1 | -7 | 1 | 5 | -0.4 | -2 | 6 | 6 | -2
35 | CSCC(=O)N1CCCC(CO)(Cc2ccccc2C)C1 (stereo unspecified) | -5 | -4 | -3 | 5 | -1 | -0.2 | 2 | 7 | -1 | 3
36 | Cc1cccc(NC(=S)NC2CCN(Cc3ccccc3)CC2)c1C | 3 | -8 | -2 | -4 | 2 | 0.1 | -2 | 2 | 0 | -4
37 | Cc1oc(-c2ccccc2Cl)[n+]([O-])c1C | 0 | 0 | -3 | 0 | 2 | -3.3 | 0 | 7 | 3 | 0
38 | S=C1NCN(Cc2ccco2)CN1CCc1ccccc1 | -1 | -4 | -1 | 1 | -1 | 1.9 | 3 | 3 | -2 | 10
39 | CC(=O)c1c(C)oc2ccc(N(C(=O)c3ccncc3)S(=O)(=O)c3ccccc3)cc12 | -1 | -4 | 0 | 2 | -6 | -1.4 | -2 | 3 | 4 | -1
40 | C[C@@H]1OCN(C)[C@H]2C[C@H]3c4[nH]c5cccc(-c6ccccc6)c5c4CCN3C[C@@H]12 | -6 | 5 | -1 | 3 | -1 | . | 1 | . | -1 | .
41 | CCCn1c(=O)[nH]c(=O)c2c1nc(-c1ccccc1)n2CCN1CCOCC1 | 5 | 0 | -15 | 3 | 2 | 0.1 | -1 | 2 | 8 | 0
42 | CC(C)Oc1ccc(S(=O)(=O)N2CCOCC2)cc1NC(=O)CCCSc1ccccc1 | 0 | 1 | -8 | 0 | -3 | -0.9 | -4 | 11 | -1 | -10
43 | Cc1cccn2c(=O)c3cc(S(=O)(=O)c4ccc(Br)cc4)c(=N)n(C4CCCCC4)c3nc12 | 1 | 2 | 2 | 1 | -3 | -2.7 | 6 | 5 | 1 | -1
44 | COc1ccc(S(=O)(=O)N2CCN(c3ncnc4c(-c5ccccc5)nsc34)CC2)cc1 | 2 | 3 | -10 | 0 | -4 | -0.3 | 27* | 9 | -6 | 0
45 | COc1ccc(/C=C/C(=O)OCC(=O)Nc2cccc(Oc3ccccc3)c2)c(OC)c1 | -2 | 14 | -21 | 0 | -3 | -3.1 | -9 | 4 | -3 | -28
46 | COc1ccc(NC(=O)COC(=O)c2ccc3ccccc3n2)cc1 | 1 | 0 | -4 | 0 | -5 | -2.7 | 11 | -5 | -4 | 3
47 | CCOc1ccccc1OCCCC(=O)N(CC)CC(=O)Nc1c(F)cccc1F | -2 | -5 | -8 | 3 | -4 | -1.2 | -3 | -3 | -5 | 7
48 | C=CCN1C(C(=O)OC)CN(Cc2cn(Cc3ccccc3)nn2)CCS1(=O)=O (stereo unspecified) | 16 | 4 | -1 | 11 | -1 | . | -3 | . | 7 | .
49 | O=C(O)c1ccccc1NCc1ccncc1 | 0 | 2 | 2 | -3 | 0 | 1.8 | -2 | 6 | -11 | 1
50 | CSCC[C@@H](CO)NC(=O)c1ccc2nc(C3CCCCC3)oc2c1 | -2 | -5 | 2 | 0 | 1 | -0.8 | 0 | -2 | -7 | 7
51 | CCC(C)c1ccc(C2C3=C(Nc4nc(N)[nH]c(=O)c42)c2ccccc2C3=O)cc1 (stereo unspecified) | 0 | 43* | 14 | -2 | 0 | 0.1 | 1 | -5 | -8 | 18
52 | O=C(Nc1nnc(/C=C/c2ccccc2)s1)c1ccco1 | -3 | 9 | -12 | 1 | -3 | -0.5 | 1 | -5 | -8 | 6
53 | COc1ccc(CCNC(=O)c2cc3c(=O)n(C)c4ccccc4c3n2C)cc1OC | 4 | 3 | -4 | -4 | 0 | -2.5 | 3 | 3 | -1 | 0
54 | Cc1cc([N+](=O)[O-])ccc1NC(=O)CSc1nncn1-c1cccnc1 | 1 | 4 | -2 | -3 | 8 | 0.1 | -9 | 0 | 6 | 6
55 | COc1ccc(OC)c(S(=O)(=O)Nc2ccc3oc4c(c3c2)C(=O)CCC4)c1 | 8 | 3 | -3 | -2 | -4 | -0.5 | 4 | 7 | -1 | -9
56 | COCCNC(=O)c1cccc(S(=O)(=O)N2CC3(C)CC2CC(C)(C)C3)c1 (stereo unspecified) | -2 | -9 | 0 | 3 | -2 | 0.1 | 1 | 4 | 2 | -5

Assay outcomes: PubChem BioAssay, several laboratories
